IMPase cell inh: membrane-permeable compound that blocks inositol monophosphatase; P97697; CHO-M1 cells, IP1 accumulation, HTRF TR-FRET ratio; inhibition (IP1 accumulation), % at 46.1 µM; 120,000 tested, under 10 active; active = well fitted curve in the direction sought with a large enough effect in the signal ratio, not every such curve was filed as active; inconclusive = small, poorly fitted or top-dose-only effect, or a change in a side signal; inactive = no such curve, though single readings can be large or run the other way; the % refers to the signal ratio;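 note: cells stimulated with carbachol in lithium chloride buffer; plate controls were DMSO basal wells for no effect and reference inhibitor wells for full effect; higher means more IMPase inhibition seen as more IP1 and lower FRET ratio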
Target sequence (P97697 whole entry, looked up): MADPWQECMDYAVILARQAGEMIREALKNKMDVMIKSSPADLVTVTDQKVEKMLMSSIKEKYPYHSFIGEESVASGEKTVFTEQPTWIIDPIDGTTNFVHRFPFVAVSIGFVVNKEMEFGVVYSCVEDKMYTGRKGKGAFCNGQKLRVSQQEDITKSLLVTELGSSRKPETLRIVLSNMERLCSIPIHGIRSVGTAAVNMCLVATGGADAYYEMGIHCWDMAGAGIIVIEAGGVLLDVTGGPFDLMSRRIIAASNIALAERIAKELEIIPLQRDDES
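Seeded CHO-M1 cells were dosed with compound at up to 46 uM, stimulated with carbachol for 30 min, then lysed in IP-One detection reagents. Higher IP1 lowers the TR-FRET signal.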
ALOX15B inhib: blocks human 15-lipoxygenase 2 activity. O15296. purified 15hLO-2, xylenol orange hydroperoxide absorbance. Potency, µM (top dose mostly 57.1 µM), inactives show at the top dose activity change, negative = inhibition, usual class: inhibitors. 110,000 compounds, 0.56% hits. AID 881; note: potency is the fitted concentration of half-maximal effect; nearly all actives have a fitted effect of over 60% in size; many of its hits are not listed in these tables
Target sequence (O15296 whole entry, looked up): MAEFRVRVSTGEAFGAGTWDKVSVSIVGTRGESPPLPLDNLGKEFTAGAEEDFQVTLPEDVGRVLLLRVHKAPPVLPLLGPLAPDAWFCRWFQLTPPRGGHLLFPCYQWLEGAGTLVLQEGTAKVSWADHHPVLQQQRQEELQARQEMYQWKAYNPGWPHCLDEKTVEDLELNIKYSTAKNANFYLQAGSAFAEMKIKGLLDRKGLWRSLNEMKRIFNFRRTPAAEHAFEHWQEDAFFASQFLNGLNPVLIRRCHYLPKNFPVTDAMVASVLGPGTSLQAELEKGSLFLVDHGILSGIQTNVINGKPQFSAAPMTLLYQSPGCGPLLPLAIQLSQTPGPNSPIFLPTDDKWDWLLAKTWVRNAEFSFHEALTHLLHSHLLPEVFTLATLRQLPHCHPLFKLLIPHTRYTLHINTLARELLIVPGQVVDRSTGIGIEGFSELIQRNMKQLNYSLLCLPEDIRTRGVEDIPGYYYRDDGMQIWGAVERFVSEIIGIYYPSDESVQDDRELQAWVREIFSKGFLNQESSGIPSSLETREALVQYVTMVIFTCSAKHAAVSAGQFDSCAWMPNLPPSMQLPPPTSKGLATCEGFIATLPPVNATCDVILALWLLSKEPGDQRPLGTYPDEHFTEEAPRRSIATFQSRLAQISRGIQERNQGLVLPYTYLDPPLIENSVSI
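Purified human 15hLO-2 (50 nM final) preincubated with compounds 15 min at room temperature in 25 mM Hepes pH 7.5, 0.01% Triton X-100, then 45 uM arachidonic acid added for 90 min; hydroperoxide detected via ferrous/xylenol orange, 573/405 nm absorbance ratio.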
ALOX12 inhib: 12-hLO (ALOX12) enzyme inhibition | Potency, µM (doses to about 57.1 µM), for the others: at the highest dose activity change, negative = inhibition, hits mostly inhibitors | P18054 | purified 12-hLO, xylenol orange hydroperoxide absorbance | 150,000 compounds, 0.12% hits; note: potency is the fitted concentration of half-maximal effect; nearly all actives have a fitted effect of over 55% in size; many of its hits are not listed in these tables
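Hydroperoxide output read as Fe(III)-xylenol orange absorbance, 573-to-405 nm ratio, after 30 min reaction with 40 uM arachidonic acid. Enzyme: 150 nM purified human 12hLO, 15 min compound preincubation; 25 mM Hepes pH 7.0, room temperature.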
PNC assembly inh: perinucleolar compartment assembly inhibition; PC3M PTB-GFP, PNC prevalence imaging, 16 h; active compounds read low; activity change (PNC), negative = inhibition, % at 10 µM; 140,000 compounds, 3.1% hits;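 active = readout at or below -70, meaning at least 70% loss of cells showing the perinucleolar compartment, a nuclear body marking cancer cells; inconclusive = readout between -30 and a set limit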;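 note: plate controls were DMSO wells for no effect and camptothecin positive control wells for full effect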
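Compounds are pinned in duplicate onto adhered PC3M cells stably expressing GFP-tagged PTB and incubated 16 h at 37 C. Cells are then fixed, nuclei stained with Hoechst, and PNC-positive cells counted.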
Active calls of the source: *; ? = inconclusive; · = no result given; [ ] = remark or other dose. Unless noted, calls come from the whole dose curve; as a rule, active = well fitted curve in the direction sought with a large enough effect; inconclusive = small, poorly fitted or top-dose-only effect, or another doubt; inactive = no such curve, though single readings can be large; an effect the other way counts as inactive or inconclusive. Unless noted, % is set by controls: 0 for no effect and ±100 for the full control effect. A portion of the library. The share of hits here may be higher or lower than overall.

SMILES	IMPase cell inh	ALOX15B inhib	ALOX12 inhib	PNC assembly inh
Cc1nc(NC2CCCCC2)c2nc(-c3ccccc3)n(CCCN3CCOCC3)c2n1	·	13%	2%	·
C=CCn1c(=O)c2ccccc2n2c(SCC(=O)Nc3sc(C)c(CC)c3C(=O)OCC)nnc12	·	·	3%	-19
CCOC(=O)c1c(NC(=O)COC(=O)c2ccccn2)sc2c1CCC2	·	·	4%	-11
COCCNS(=O)(=O)c1cc(-c2nn(C)c(=O)c3ccccc23)ccc1C	3	4%	-4%	-9
CCOC(=O)C1CCN(c2nnc(N3CCCC3=O)s2)CC1	-3	-4%	3%	8
O=C(NCc1ccc(Cl)cc1)C1CCC(CNc2c(N3CCCCC3)c(=O)c2=O)CC1 (configuration not stated)	·	·	-2%	-26
CC(C)(C)OC(=O)NCC12C=CC(O1)C1C(=O)N(Cc3ccccc3)C(=O)C12 (configuration not stated)	13	·	-2%	27
CC(=O)Cc1nsc(NC(=O)c2cc(-c3cccc(C(F)(F)F)c3)oc2C)n1	1	-8%	5%	13
Cc1ccc(NC(=O)c2ccc(-c3nn(C)c(=O)c4ccccc34)cc2)c(C)c1	17	-6%	-2%	20
COc1cc(OC)cc(C(=O)NCCNC(=O)c2ccccc2)c1	7	8%	-2%	?
Nc1ccc2[nH]cc(CCC(=O)O)c2c1	·	-6%[11.4 µM]	-5%[11.4 µM]	·
C=CCc1ccccc1OCC(O)CN(CC)CC (configuration not stated)	0	17%	1%	3
CCNC(=O)C1CCCN1S(=O)(=O)c1ccc(OC)cc1 (configuration not stated)	-10	9%	-3%	-2
O=c1[nH]c(CN2CCN(CCO)CC2)nc2ccccc12	7	·	3%	25
c1ccc(-c2ccc3c(c2)c2c4n3CCN=C4CCC2)cc1	-4	-7%	1%	-8
CC(NS(=O)(=O)c1ccc(F)cc1)C(c1cccs1)N1CCN(C)CC1 (configuration not stated)	4	·	1%	?
COc1ccccc1Cn1c(=S)[nH]c2cc(C(=O)NCCN3CCOCC3)ccc2c1=O	?	34%[activator]	-24%	?
Cc1cccc(C(=O)N2CCN(c3ccccn3)CC2)c1	2	·	11%	3
CCN1C(=Nc2ccc(Cl)cc2)SC/C1=C\C(=O)OC	2	-11%	-6%	6
O=C(Cn1ccc2ccccc2c1=O)NCCC(=O)Nc1cccnc1	3	-16%	-2%	-7
O=C(CSc1ccc2nnc(-c3ccc(F)cc3)n2n1)NCc1ccco1	-5	·	8%	62
CC1CCCN(c2ccc(C(=O)NCC3CCCO3)cn2)C1 (configuration not stated)	-1[1.84 µM]	-6%[11.4 µM]	2%	6
O=S1(=O)NC2CCCCCN2c2ccc(F)cc21 (configuration not stated)	-2	-4%	-7%	33
CC(C)(C)CC(=O)N1CCC(c2nc3c(nnn3Cc3c(F)cccc3Cl)c(=O)[nH]2)CC1	12	-9%	-8%	29
COc1ccc(C2OC(=O)CC2C(=O)N2CCN(c3cc(Cl)ccc3C)CC2)cc1OC (configuration not stated)	2	6%	-1%	-2
Cc1ccc2cc3c(NC(=O)C(C)C)nn(C)c3nc2c1	4	-5%	-8%	31
O=C(c1cc(C(F)(F)F)cc(C(F)(F)F)c1)N1CCC2(CCN(Cc3ccncc3)CC2)CC1	·	29%	-1%	·
Cc1cccc(NC(=O)c2sc3nc4c(c(-c5cccs5)c3c2N)CN(C)CC4)c1	21	15%	-7%	-20
Nn1c(SCc2cccc(Oc3ccccc3)c2)nnc1C(F)(F)F	·	·	-2%	?
Cc1ccc(S(=O)(=O)N(C)Cc2ccc(C(=O)N/N=C3\CC(=O)CC(C)(C)C3)cc2)cc1	·	·	1%	?
COc1ccc(CCNC2CC(C)N(C)CC2C)cc1OC (configuration not stated)	-1	14%	-2%	11
COCCNC(=O)c1ccc2c(=O)n(Cc3ccco3)c(SCC(=O)NC3CCCCC3)nc2c1	3	-4%	1%	1
Cc1ccc(C(=O)/C=C/c2ccc(-c3ccccc3[N+](=O)[O-])o2)cc1	-4	-6%	-12%	-6
CCc1nc(N)c(C#N)c(-c2ccc(O)c(OC)c2)c1C	-8	1%	-2%	-12
Cc1nc2c(c(=O)n1CCC1=CCCCC1)c1nc3ccccc3nc1n2/N=C/c1ccco1	?	?	-29%	29
C=CCn1c(SC(C)C(=O)NC2(C#N)CCCCC2)nnc1-c1ccc(OC)cc1 (configuration not stated)	2	-1%	-5%	?
CC(=O)NCCc1ccc(O)c(O)c1	9	-13%	-2%	·
CCOc1ccc(NCc2nnc(SCc3ccccc3Cl)n2-c2ccccc2)cc1	12	·	-3%	-17
CC1(C)CC(=O)N(CC(=O)NCc2ccc(F)cc2)c2ccccc2S1(=O)=O	10	-5%	1%	24
CCCCNC(=O)c1ccc2c(SCC(=O)O)c3c(nc2c1)CCCC3	·	·	2%	20

Ordered by SMILES length (rising): some entries from above
SMILES	IMPase cell inh	ALOX15B inhib	ALOX12 inhib	PNC assembly inh
Cc1ccc2cc3c(NC(=O)C(C)C)nn(C)c3nc2c1	4	-5%	-8%	31
CCc1nc(N)c(C#N)c(-c2ccc(O)c(OC)c2)c1C	-8	1%	-2%	-12
C=CCn1c(SC(C)C(=O)NC2(C#N)CCCCC2)nnc1-c1ccc(OC)cc1 (configuration not stated)	2	-1%	-5%	?
Cc1nc2c(c(=O)n1CCC1=CCCCC1)c1nc3ccccc3nc1n2/N=C/c1ccco1	?	?	-29%	29
CC(C)(C)CC(=O)N1CCC(c2nc3c(nnn3Cc3c(F)cccc3Cl)c(=O)[nH]2)CC1	12	-9%	-8%	29

Back to the main list, repeating the 2 entries before the break.
SMILES	IMPase cell inh	ALOX15B inhib	ALOX12 inhib	PNC assembly inh
CC1(C)CC(=O)N(CC(=O)NCc2ccc(F)cc2)c2ccccc2S1(=O)=O	10	-5%	1%	24
CCCCNC(=O)c1ccc2c(SCC(=O)O)c3c(nc2c1)CCCC3	·	·	2%	20
O=C(CN1CCN(Cc2ccccc2)CC1)Nc1ccc([N+](=O)[O-])cc1C(=O)Nc1ccccc1F	·	·	-2%	-21
Cc1ccccc1-n1nnnc1SC(C)C(=O)NC1CCCc2ccccc21 (configuration not stated)	7	·	-5%	40
Cc1ccc(CNc2cnccn2)cc1	-1	·	4%	70
COc1ccc(C(=O)NC(=O)COC(=O)C2COc3ccccc3O2)cc1 (configuration not stated)	-5	-1%	5%	7
COc1ccc(C)cc1NC(=O)CN1C(=O)c2cccc3cccc1c23	5	-11%	-6%	30
O=S1(=O)CCN(Cc2ccccn2)CC1	·	-1%[11.4 µM]	3%[11.4 µM]	·
CCOC(=O)C(=O)c1cn(C2OCC(OC(C)=O)C(OC(C)=O)C2OC(C)=O)c2ccccc12 (configuration not stated)	·	·	2%	24
COCCNC(=O)CN1CCN(Cc2cccc(Cl)c2)C1=O	-4	-4%	-3%	-11
CC(C)C(C(=O)O)N1C(=O)/C(=C/c2cccn2C)SC1=S (configuration not stated)	·	·	-16%	-9
CCc1ccc(OCC(=O)NCc2ccco2)c(Br)c1	-4	-1%	-9%	28
CCCCNC(=O)c1onc(CSc2ccccc2C)c1C(=O)O	-2	6%	2%	65
Cc1ccc(S(=O)(=O)NC(=O)c2ccc(Br)o2)cc1	·	0%[0.0915 µM]	-3%[0.00818 µM]	34
COc1ccc(C(=O)Nc2ccccc2C(=O)NCCCn2ccnc2)cc1	-1	35%[activator]	3%	38
Cc1cc(NC(=O)CSc2nnc3c(C)cc4c(C)ccc(C)c4n23)no1	7	17%	-3%	-14
COc1ccc(NC(=O)c2ccc(Cl)c(S(=O)(=O)N3CCc4ccccc4C3)c2)cn1	15	20%[2.29 µM]	-1%	?
COc1ccc2nc(C)cc(SCC(=O)N/N=C/c3cccc4ccccc34)c2c1	?	?	3%	-30
COc1ccccc1NC(=O)c1c(C)oc2c1CCCC2	-7	·	0%	-114*
COC(=O)Cc1cc(=O)[nH]c(Nc2nc3ccccc3o2)n1	9	53%[activator]	0%	?
Oc1ccc(Cl)cc1CNc1ccc(Br)cn1	9	-19%	-20%	?
COC(=O)CCC(=O)NNC(=O)CCCOc1ccc(Cl)cc1Cl	-1	-8%	2%	-2

The final 2 compounds of the section above are carried over, then new ones follow:
SMILES	IMPase cell inh	ALOX15B inhib	ALOX12 inhib	PNC assembly inh
Oc1ccc(Cl)cc1CNc1ccc(Br)cn1	9	-19%	-20%	?
COC(=O)CCC(=O)NNC(=O)CCCOc1ccc(Cl)cc1Cl	-1	-8%	2%	-2
Cc1ccc(-c2csc3ncnc(N4CCc5ccccc5C4)c23)cc1	3	·	1%	-26
COc1ccccc1NS(=O)(=O)c1cccc(C(=O)NN=C2CCCCCC2)c1	·	·	-4%	2
O=C(O)c1cccc(S(=O)(=O)Nc2ccc3oc(=O)sc3c2)c1	8	-5%	-19%	11
COc1ccc2c(=O)c3c(=O)n(Cc4ccco4)c(-c4cc(OC)c(OC)c(OC)c4)nc3oc2c1	-9	·	-8%	-15
O=C(Nc1nc(=S)ss1)c1c(F)cccc1F	-6	·	5%	-27
CCCN(Cc1ccccc1)C(=S)Nc1ccc(OC(F)F)cc1	1	·	-3%	?
O=C(NNC(=S)Nc1ccc(Br)cc1)c1ccc(N2CCOCC2)c([N+](=O)[O-])c1	-5	·	-8%	9
CCCCn1c(=O)[nH]c(=O)c2c1ncn2Cc1ccco1	0	-1%	-5%	-14
CCCC(=O)Nc1ccc(S(=O)(=O)N2CCOCC2)cc1	-3	·	3%	?
COc1ccc(NC(=O)c2cc(C)nc3ccccc23)cc1S(=O)(=O)Nc1ccccc1Cl	·	·	2%	50
COCCCN1C(=O)C(O)=C(C(=O)c2ccco2)C1c1cccc(Br)c1 (configuration not stated)	-25	0%	-9%	-12
CCn1cc(CNC(=O)c2cccc([N+](=O)[O-])c2)c(C)n1	-5	·	-5%	?
O=C(Cc1cccs1)N(Cc1cccs1)C1(C(=O)NC2CCCC2)CCCCC1	14	-6%	1%	7
CC(=O)Nc1ccc(S(=O)(=O)N(C)CC(=O)OCC(=O)c2cc(C)n(-c3ccc4c(c3)OCO4)c2C)cc1	0	·	-2%	3
CCOC(=O)Cc1ccc(NC(=O)c2ccc(C(C)(C)C)cc2)cc1	0	5%	4%	?

Profiles, quoted from the list:
`CCn1cc(CNC(=O)c2cccc([N+](=O)[O-])c2)c(C)n1` is entered as IMPase cell inh: -5; ALOX15B inhib: ·; ALOX12 inhib: -5%; PNC assembly inh: ?
`C=CCn1c(SC(C)C(=O)NC2(C#N)CCCCC2)nnc1-c1ccc(OC)cc1` (configuration not stated) is entered as IMPase cell inh: 2; ALOX15B inhib: -1%; ALOX12 inhib: -5%; PNC assembly inh: ?
`CCNC(=O)C1CCCN1S(=O)(=O)c1ccc(OC)cc1` (configuration not stated) is entered as IMPase cell inh: -10; ALOX15B inhib: 9%; ALOX12 inhib: -3%; PNC assembly inh: -2

Assay outcomes: PubChem BioAssay, National Center for Advancing Translational Sciences (NCATS)
